# Assay outcomes (PubChem)
# PI4K2A block: qHTS for small molecular inhibitors of PI4K2A; Phosphatidylinositol 4-kinase type 2-alpha (Homo sapiens), Q9BTU6; purified PI4K2A, ADP-Glo luminescence, 1 h; active compounds read low; activity change, negative = inhibition, % at 76.9 µM; 420,000 compounds, 0.13% hits; AID 1346378, 2018; in the data active = activity change below about -50%; inconclusive = mostly about -30% to -49%;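 also: -100% = wells without enzyme as full effect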
#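 Compounds are screened against recombinant PI4K2A using PI as substrate and ATP, the latter dispensed at 300 microM. Reactions run one hour at ambient temperature before ADP-Glo detection; full inhibition defined by wells lacking enzyme.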
# HP1b binding inh: HTS for Inhibitors of HP1-beta Chromodomain Interactions with Methylated Histone Tails | AlphaScreen HP1-beta / biotin-H3K9me3 peptide binding | Potency, µM (top dose mostly 114 µM), without a hit: at the top dose activity change, negative = inhibition, usual class: inhibitors | Chromobox protein homolog 1 (Homo sapiens), P83916 | 390,000 compounds, 0.56% hits; also: potency is read from the fitted curve at half-maximal effect; nearly all actives have a fitted effect of over 70% in size; inactives centre near 23
# Target sequence (P83916 whole entry, looked up): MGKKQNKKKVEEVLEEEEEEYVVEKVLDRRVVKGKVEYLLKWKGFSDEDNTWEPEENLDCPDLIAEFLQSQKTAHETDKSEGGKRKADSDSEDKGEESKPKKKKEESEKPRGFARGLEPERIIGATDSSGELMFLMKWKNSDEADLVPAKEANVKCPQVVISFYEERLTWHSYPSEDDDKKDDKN
#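 AlphaScreen: HP1-beta (50 nM) preformed 30 min with biotin-H3(1-18)K9me3 peptide (50 nM) in PBS pH 7.4, 0.01% Tween-20. Compound added for 30 min at RT, then streptavidin donor/nickel chelate acceptor beads (10 ug/mL) for 30 min.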
# GLS inh: qHTS for Inhibitors of Glutaminase (GLS); Glutaminase kidney isoform, mitochondrial (Homo sapiens), O94925; GLS enzymatic activity, qHTS titration; Potency, µM (series often up to 45.5 µM), for inactives: at the highest dose activity change, negative = inhibition, actives largely listed as inhibitors; 410,000 compounds, 0.21% hits; also: potency is read from the fitted curve at half-maximal effect; % is scaled to controls: 0 for no effect and ±100 for the full control effect
#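 hKGA; 45 mM KH2PO4 pH 8.2 + 0.02% Tween-20; cpd via pin tool; 1 mM Gln soln; GluOx/HRP/Amplex Red; RT 30 min; fluor. t0 & final.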
# Pol eta inh: qHTS for Inhibitors of Polymerase Eta; Potency, µM (series often up to 114 µM), inactives show top-dose activity change, negative = inhibition, actives largely listed as inhibitors; 390,000 compounds, 1.2% hits; DNA polymerase eta (Homo sapiens), Q9Y253; recombinant Pol eta, fluorescent DNA replication assay; also: potency is read from the fitted curve at half-maximal effect; % is scaled to controls: 0 for no effect and ±100 for the full control effect
# Target sequence (Q9Y253 whole entry, looked up): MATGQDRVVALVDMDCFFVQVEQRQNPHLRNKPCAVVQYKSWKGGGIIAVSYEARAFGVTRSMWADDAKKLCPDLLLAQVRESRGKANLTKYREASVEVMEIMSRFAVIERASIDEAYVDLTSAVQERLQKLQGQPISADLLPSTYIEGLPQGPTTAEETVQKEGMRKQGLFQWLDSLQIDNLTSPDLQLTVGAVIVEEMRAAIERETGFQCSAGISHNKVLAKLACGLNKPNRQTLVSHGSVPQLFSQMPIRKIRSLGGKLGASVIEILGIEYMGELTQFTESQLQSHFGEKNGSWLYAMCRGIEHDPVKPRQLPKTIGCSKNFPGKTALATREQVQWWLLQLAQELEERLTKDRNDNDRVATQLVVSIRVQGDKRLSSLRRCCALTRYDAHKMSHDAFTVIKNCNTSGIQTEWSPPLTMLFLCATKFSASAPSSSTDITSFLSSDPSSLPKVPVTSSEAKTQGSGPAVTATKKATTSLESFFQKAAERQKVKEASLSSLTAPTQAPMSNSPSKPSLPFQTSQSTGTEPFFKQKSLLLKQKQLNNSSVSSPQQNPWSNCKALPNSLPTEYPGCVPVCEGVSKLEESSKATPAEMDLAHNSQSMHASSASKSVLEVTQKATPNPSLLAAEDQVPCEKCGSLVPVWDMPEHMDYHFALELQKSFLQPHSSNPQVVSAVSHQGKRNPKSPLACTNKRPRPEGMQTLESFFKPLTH
#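 Pol eta at 10 nM preincubated with compounds 15 min at room temperature; reaction started with fluorescent substrate (50 nM final) and read kinetically at 0 and 10 min.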
# PGK inhibitor: qHTS Assay to Find Inhibitors of Phosphoglycerate Kinase | Phosphoglycerate kinase, glycosomal (Trypanosoma brucei brucei), P07378 | Potency, µM (doses to about 57.5 µM), without a hit: at the top dose activity change, negative = inhibition, actives largely listed as inhibitors | 380,000 compounds, 0.043% hits | PGK/GAPDH coupled, Kinase-Glo luminescence, 60 min; also: potency is read from the fitted curve at half-maximal effect; % is scaled to controls: 0 for no effect and ±100 for the full control effect; nearly all actives have a fitted effect of over 60% in size
#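 Recombinant glycosomal PGK reaction used 1,3-bisphosphoglycerate generated in-well by GAPDH (100nM final) in 100mM TEA pH 7.6, 5mM MgCl2, 0.01% Tween-20. After 60 minutes at room temperature, ATP was read by Kinase-Glo Plus luminescence end-point.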
# BAZ2B inh: qHTS Assay for Inhibitors of BAZ2B. Bromodomain adjacent to zinc finger domain protein 2B (Homo sapiens), Q9UIF8. AlphaScreen BAZ2B-H3K14Ac peptide displacement. Potency, µM (doses to about 114 µM), inactives show at the top dose activity change, negative = inhibition, usual class: inhibitors. 360,000 compounds, 4.4% hits. AID 504333, 2011; also: potency is read from the fitted curve at half-maximal effect; % is scaled to controls: 0 for no effect and ±100 for the full control effect; nearly all actives have a fitted effect of over 60% in size
#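 Multi-concentration screen (max 110 uM) measuring displacement of acetylated histone H3 peptide from BAZ2B by AlphaScreen, using 50 nM protein, 50 nM peptide and 10 ug/mL streptavidin donor plus Ni-chelate acceptor beads.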
# JMJD2A Tudor inh: qHTS Assay for Inhibitors of JMJD2A-Tudor Domain. AlphaScreen JMJD2A-Tudor / H3K4me3 peptide binding. Potency, µM (doses to about 114 µM), inactives show at the top dose activity change, negative = inhibition, hits mostly inhibitors. 390,000 compounds, 4.4% hits. Lysine-specific demethylase 4A (Homo sapiens), O75164; also: potency is read from the fitted curve at half-maximal effect; % is scaled to controls: 0 for no effect and ±100 for the full control effect; nearly all actives have a fitted effect of over 50% in size
# G9a inh: qHTS Assay for Inhibitors of Histone Lysine Methyltransferase G9a. Histone-lysine N-methyltransferase EHMT2 (Homo sapiens), Q96KQ7. G9a H3K9 monomethylation, AlphaScreen, 2 h. Potency, µM (doses to about 102 µM), inactives show top-dose activity, negative = inhibition, actives largely listed as inhibitors. 350,000 compounds, 8.8% hits. AID 504332, 2011; also: potency is read from the fitted curve at half-maximal effect; % is scaled to controls: 0 for no effect and ±100 for the full control effect; nearly all actives have a fitted effect of over 75% in size
#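 Chemiluminescent proximity detection of H3K9 monomethylation, read after 10 min bead incubation in the dark. Reaction: 20 nM G9a, 500 nM biotin-H3K9 peptide, 20 uM SAM cofactor, 2 h, room temperature, following 15 min enzyme-compound preincubation.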
# Pin1 inhibitor: qHTS Assay to Find Inhibitors of Pin1. Peptidyl-prolyl cis-trans isomerase NIMA-interacting 1 (Homo sapiens), Q13526. Pin1 FP peptide displacement, HiFluor488, 10 min. Potency, µM (top dose mostly 115 µM), without a hit: top-dose activity, negative = inhibition, usual class: inhibitors. 390,000 compounds, 0.009% hits. AID 504891, 2011; active = well fitted inhibition curve with a large enough effect in the polarisation, with a control signal flat, not every such curve was filed as active; inconclusive = small, poorly fitted or top-dose-only effect, or effect the other way, or a change in a side signal; inactive = no such curve, though single readings can be large or run the other way; the % refers to the polarisation; also: potency is read from the fitted curve at half-maximal effect; % is scaled to controls: 0 for no effect and ±100 for the full control effect
# Target sequence (Q13526 whole entry, looked up): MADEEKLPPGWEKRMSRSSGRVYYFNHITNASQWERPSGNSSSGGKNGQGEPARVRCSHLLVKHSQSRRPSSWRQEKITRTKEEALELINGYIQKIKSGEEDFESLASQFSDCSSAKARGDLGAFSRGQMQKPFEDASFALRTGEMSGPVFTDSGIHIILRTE
# An asterisk follows results filed as active; i = inactive; ? = inconclusive; nt = not tested or not shown; [ ] = another dose, or the depositor's remark. Unless noted, calls follow the shape of the dose curve; as a rule, active = well fitted curve in the direction sought with a large enough effect; inconclusive = small, poorly fitted or top-dose-only effect, or another doubt; inactive = no such curve, though single readings can be large; an effect the other way counts as inactive or inconclusive. These rows are one share of the data (hit frequency here may not be typical).
SMILES,PI4K2A block,HP1b binding inh,GLS inh,Pol eta inh,PGK inhibitor,BAZ2B inh,JMJD2A Tudor inh,G9a inh,Pin1 inhibitor
COC(=O)c1ccc(Cl)cc1NC(=O)N1CC=C(c2c[nH]c3ccccc23)CC1,1,2%,-28%,-2%,1%,?,-30%,-39%[59 µM],?
O=C(NCCCCNC(=O)c1ccco1)c1ccco1,-3,20%,0%,7%,-1%,1%,-14%,-38%,-1%
CC(C)OC(=O)C1C2C=CC3(CN(Cc4cccs4)C(=O)C13)O2 (stereo not given),3,52%,2%,0%,0%,-3%,3%,-3%,-6%
CC(=O)N1c2ccc(S(=O)(=O)NCC3CCC(C(=O)N4CCCCC4)CC3)cc2CC1C (stereo not given),3,34%[activator],12%,11%,-5%,-13%[57.1 µM],-3%,31%,-2%
C=CCNC(=S)Nc1sc2c(c1C(=O)OCC)CCN(C(=O)OCC)C2,-14,8%,0%,1%,-2%,14%,-27%,13µM*,14%
O=C(Cn1cnc2ccccc21)OCC(=O)N1CCCc2ccccc21,1,25%,-3%,-9%,9%,-3%,2%,15%[59 µM],-4%
O=C(CCn1nc(-c2ccc(Cl)cc2)ccc1=O)N1CCN(c2ccccn2)CC1,-3,23%,6%,-18%,-4%,-3%,-17%,?,1%
Cc1ccc(-n2ncc3c2CCCC3NC(=O)CCc2cnn(C)c2)cc1C (stereo not given),-2,32%,2%,-5%,-2%,-8%,-7%,?,0%
CS(=O)(=O)N(CC(=O)N1CCN(c2ccc(F)cc2)CC1)c1cccc(Cl)c1,-1,9%,13%,-5%,-10%,-31%,-20%,?,-13%
COc1ccc2c(c1)SC1=NCCS(=O)(=O)N12,-1,35%,-23%,-10%,4%,3%,-17%,?,-2%
CCCN1CCC(=O)N([C@H](CN=[N+]=[N-])Cc2ccccc2)CC1,1,16%,-2%,-12%,-3%,-33%,-31%,4%,1%
CC1(C)CC(=O)c2sc(NC(=O)C(C)(C)C)nc2C1,-2,27%,10%,-6%,2%,0%,-1%,nt,-1%
CN1OC[C@@H]2CN(S(=O)(=O)c3cccc4ccccc34)[C@H](c3ccc(-c4ccccc4)cc3)C[C@@H]21,-2,nt,1%,-22%,-4%,nt,nt,nt,nt
CC(NC(=O)CSc1nc2sc3c(c2c(=O)n1-c1ccccc1)CCCC3)c1ccccc1 (stereo not given),2,11%,2%,10%,-3%,6%,-26%,15%[59 µM],2%
CC(C)CNC1CCS(=O)(=O)C1 (stereo not given),-3,27%,-9%,11%,i,-9%,-4%[11.4 µM],-8%[59 µM],2%
Cc1ccc(NC(=O)c2ccc(CN3CC(=O)N4CCCCC4C3=O)cc2)cc1 (stereo not given),6,19%,-12%,-15%,i,-7%,-8%,-22%[59 µM],2%
CCC1(C(=O)OC)NC(c2ccccc2OC)C2C(=O)N(C)C(=O)C21 (stereo not given),1,44%[activator],14%,1%,-8%,0%,-7%,1%,4%
CCc1ccccc1Nc1nn2c(=O)c3ccc(C(=O)NC(C)C)cc3nc2s1,-1,21%,-10%,-4%,i,-17%,-12%,?,-2%
CCCCCNc1nc(N2CCCC2)c2c(c1C#N)CCN(C)C2,-8,-39%,-16%,-20%,-2%,?,56µM*,50µM*,-13%
O=C(CCN1CCOCC1)NCC1COc2ccccc2O1 (stereo not given),0,30%,-2%,-15%,-5%,5%,-1%[57.1 µM],-7%[59 µM],-5%
O=C(NCCCN1CCOCC1)c1ccco1,6,25%,4%,3%,6%,-4%,2%,-18%,3%
Cc1cccc2nc(CNc3ccc(F)cc3)cn12,10,-15%,-10%,-6%,-2%,-38%,-30%,-47%[59 µM],2%
CC(C)CC(C(=O)NC1CCCCC1)N(Cc1cccs1)C(=O)c1snc(C(N)=O)c1N (stereo not given),-5,38%,4%,-9%,1%,-7%,-17%,0%,?
CCc1cc(=O)oc2c(C)c(OS(C)(=O)=O)ccc12,1,36%,-7%,-3%,-13%,nt,-1%,nt,3%
Cc1ccc(-c2cc(C(=O)N3CCN(c4ccc(O)cc4)CC3)c3ccccc3n2)cc1,-5,?,-1%,-16%,4%,nt,28µM*,nt,4%
SMILES,PI4K2A block,HP1b binding inh,GLS inh,Pol eta inh,PGK inhibitor,BAZ2B inh,JMJD2A Tudor inh,G9a inh,Pin1 inhibitor
Nc1nc(-c2ccc3ccccc3c2)c(C2(O)C(=O)Nc3c(Br)cc(F)cc32)s1 (stereo not given),-2,20%,22%,0%,1%,9%,-9%,-12%[12.7 µM],-1%
O=C(NCCc1ccccc1)c1coc(=O)c(Br)c1,-2,3%,7%,0%,7%,-3%,-15%,-11%,4%
COC(=O)C(C)NC(=O)C1CCCN1S(=O)(=O)c1cc(C)c(Cl)cc1C (stereo not given),11,14%,-5%,-12%,4%,22%,-12%,-9%[59 µM],-1%
CCCN(CCC)CCCNC(=S)Nc1ccc2nc(N3CCN(CC)CC3)cc(C)c2c1,2,11%[57 µM],38%[activator],-14%,i,-7%,-3%,50µM*,-1%
COCCCNC(=S)NNC(=O)c1ccccc1Br,-3,45%[activator],-21%,-18%,-1%,-12%,-19%,-40%,-11%
Cc1ccc(C(=O)Nc2cc(-c3nc4cc(Cl)ccc4o3)ccc2C)c(C)c1,-1,44%[activator],-3%,-8%,i,-21%,-9%,2%[59 µM],4%
C=CCn1c(CNC(=O)c2ccccc2F)nnc1SCC(=O)NC(C)c1ccccc1 (stereo not given),1,21%,-1%,-7%,-7%,7%,3%,-2%,-6%
O=C(NS(=O)(=O)Nc1ccc(Cl)cc1)c1c[nH]c2ccccc12,-2,44%[activator],14%,-2%,-9%,?,?,?,1%
COc1cc(C(=O)Sc2ccc(Cl)cc2)cc(OC)c1OC,82,78%,1%,-9%,3%,69%[activator],77%[activator],83%[activator][59 µM],-1%
COc1cc(/C=C2/OC(=O)c3cc([N+](=O)[O-])ccc32)cc(OC)c1OC,7,20%,-3%,-6%,-1%,nt,5%,nt,-1%
COC(=O)COC(=O)c1ccccc1NC(=O)c1ccccc1,4,47%[activator],-6%,-6%,-2%,36%,-1%,-2%[59 µM],0%
CC(C(=O)Nc1ccc(O)cc1C(=O)O)N1C(=O)/C(=C\c2cccs2)SC1=S (stereo not given),-16,?,23%,22µM*,-9%,50µM*,45µM*,7.9µM*,?
CSc1nnc(-c2ccc(Br)s2)n1C,-2,44%,3%,-7%,-6%,41%[activator],-9%,10%,0%
COc1ccc(Cl)cc1NS(=O)(=O)c1cccc(C(=O)NC2CCN(Cc3ccccc3)CC2)c1,0,10%,2%,-6%,-4%,nt,-21%,nt,-4%
O=C1[C@@H]2Cc3c([nH]c4ccccc34)CN2C(=O)CN1CCCO,0,27%,15%,7%,i,1%,-13%,5%,1%
CC(C)CC(=O)NC(=S)Nc1ccccn1,3,20%,12%,-14%,2%,3%,?,-49%[59 µM],1%
Oc1ccc(Cl)cc1CNc1cnc2ccccc2c1,0,31%,19%,-18%,i,-11%,-25%,?,-6%
CCc1ccc([C@H]2C(C(=O)O)=C[C@@H](CC3CCCC3)N2S(=O)(=O)c2ccc(C)cc2)cc1,-1,27%,5%,-10%,2%,nt,?,nt,?
CC(Oc1ccc(Br)cc1)C(=O)Nc1nnc(C2CC2)s1 (stereo not given),-2,12%,5%,-9%,-2%,10%,-21%,-2%,4%
Cc1nnc(SCCC#N)n(CCC#N)c1=O,-7,34%,-1%,-13%,1%,5%,-5%,-15%[12.7 µM],-7%
c1csc(-c2csc3ncnc(NCCCN4CCOCC4)c23)c1,-9,40%[activator],-1%,-8%,i,-1%,-8%,?,5%
CCNC(=O)c1ccc(=O)n(Cc2ccc(Cl)cc2Cl)c1,2,8%,4%,3%,6%,nt,-4%,nt,9%
CCOC(=O)Cn1nc(-c2ccccc2)c2ccccc2c1=O,3,14%,-3%,-2%,nt,-6%,-4%,39%[59 µM],-5%
CC(C)CCOP(=O)(c1ccc(N(C)C)cc1)C(Nc1ccccc1)c1ccc(N(C)C)cc1 (stereo not given),-6,-19%,2%,-11%,-2%,?,45µM*,14µM*,13%
C=CCOc1ccc(/C=N/NC(=O)C(C)Sc2ccccn2)cc1OCC (stereo not given),-7,19%,-2%,-2%,-3%,5%,-19%,11%[59 µM],1%
COc1ccc(OC)c(C(=O)Cn2cnc3ccccc3c2=O)c1,1,29%,-2%,-3%,-8%,3%,-17%,29%,-5%
Cc1oc(-c2ccccc2F)nc1CS(=O)(=O)CC(=O)N1CCN(c2ccc(Cl)cc2)CC1,4,2%,11%,-16%,7%,?,?,?,9%
CCN=C1S/C(=C\c2cc(Br)c(O)c(OC)c2)C(=O)N1CC,1,27%,13%,-9%,-2%,-7%,-19%,-5%[59 µM],96%[activator]
O=C(CSc1nccc(=O)[nH]1)N1CCOCC1,-5,31%,3%,-19%,-11%,-4%,-7%,-11%,-7%
